# GPR55 beta-arrestin: selective activators of receptor GPR55 – imaging, U2OS cells, beta-arrestin-GFP redistribution, primary screen (AID 1961) | 0.048% of 290,000 active | one-dose activation, % at 10 µM; EC50 in µM for titrated hits | U2OS GPR55 beta-arrestin-GFP redistribution imaging; higher % means a stronger effect;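 active = activation above 40% with more than 50 cells counted in the well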;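 note: U2OS osteosarcoma cells stably expressing GPR55 and beta-arrestin-GFP; plate controls were DMSO negative control for no effect and LPI positive control for full effect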
# UTI89 phage lysis: protection from phage-mediated lysis, alamar blue read-out – E. coli UTI89, K1F phage, bacterial capsule biogenesis inhibitors (AID 488966). E. coli UTI89 K1F phage lysis, alamar blue, 2 h; higher % means a stronger effect. inhibition, % at 100 µM, or IC50 in µM where a hit was titrated. 0.02% of 340,000 active;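 active = phage lysis inhibition, versus mean bacterial control, above a set limit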;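 note: capsule biogenesis inhibitors block K1F phage lysis so surviving cells raise fluorescence; higher fluorescence means more inhibition of phage lysis; actives were called in the ten point dose series up to 300 µM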
# NOD1 NF-kB reporter: inhibition of NOD1-driven NF-kB reporter – cell-based, luminescence, uHTS, primary screen (AID 1578) | 1% of 290,000 active | one-dose inhibition, % at 4 µM; EC50 in µM for titrated hits | NOD1-driven NF-kB luciferase reporter cells, luminescence; higher % means a stronger effect; in the data active = inhibition mostly above about 36%, no sharp cut-off; inactive = mostly below about 34%;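 note: HEK-293T reporter cells stimulated with the NOD1 agonist gamma-tri-DAP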
# NTR1 ag: agonists of NTR1, primary screen, imaging, U2OS cells, beta-arrestin-GFP, high content (AID 493036). P30989. NTR1-U2OS beta-arrestin-GFP spot imaging, agonist mode. activation, % at 20 µM. 0.17% of 330,000 active;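 active = activation at or above 40% of the spot to cytoplasm intensity ratio, with at least 20 cells analyzed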;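 note: 0% = DMSO without peptide and 100% = 100 nM NTR1 peptide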
# Target sequence (P30989 whole entry, looked up): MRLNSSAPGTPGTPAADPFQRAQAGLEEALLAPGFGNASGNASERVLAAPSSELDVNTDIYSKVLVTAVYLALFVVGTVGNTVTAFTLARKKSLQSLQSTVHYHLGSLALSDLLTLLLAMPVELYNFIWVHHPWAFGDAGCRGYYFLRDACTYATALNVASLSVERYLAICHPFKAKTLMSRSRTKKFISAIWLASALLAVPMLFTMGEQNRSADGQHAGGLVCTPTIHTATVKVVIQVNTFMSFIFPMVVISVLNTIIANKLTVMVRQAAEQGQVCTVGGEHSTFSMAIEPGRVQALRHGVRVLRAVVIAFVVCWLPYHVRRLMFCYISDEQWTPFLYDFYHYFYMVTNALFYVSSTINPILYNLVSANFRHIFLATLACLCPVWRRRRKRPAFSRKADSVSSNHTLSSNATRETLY
# GPR55 LPI antagonism: inhibition of LPI-stimulated GPR55 beta-arrestin translocation – imaging, U2OS, beta-arrestin-GFP, LPI agonist, primary screen (AID 2013). U2OS GPR55 beta-arrestin-GFP translocation imaging, LPI antagonism; higher % means a stronger effect. inhibition, % at 10 µM; hits with a dose series show IC50 in µM. 0.13% of 290,000 active;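 active = spots per cell inhibited over 60%, with over 100 cells counted and total cytoplasm intensity under 500,000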;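 note: U2OS cells stably carrying GPR55 and arrestin-GFP stimulated by 5 µM LPI near EC80; imaged beta-arrestin-GFP aggregate spots per cell after agonist stimulation; plate controls were LPI-stimulated DMSO wells for no effect and DMSO wells without LPI for full effect; some results filed as inactive read as strong as hits; confirmed hits need IC50 under 10 µM and bright autofluorescent wells are also inconclusive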
# GPR35 arrestin U2OS: GPR35 antagonists blocking zaprinast-driven arrestin recruitment, primary screen, imaging, U2OS, beta-arrestin-GFP, zaprinast agonist (AID 2058). inhibition, % at 10 µM, or IC50 in µM where a hit was titrated. 0.052% of 290,000 active. U2OS GPR35 beta-arrestin-GFP translocation imaging, zaprinast antagonism; higher % means a stronger effect;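 active = inhibition of at least 50% with at least 30 cells and total cytoplasm GFP at most 10,000,000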
# KOR beta-arrestin-1: KOR antagonists, beta-arrestin recruitment, cell-based, luminescence, uHTS (AID 1778); one-dose inhibition, % at 10 µM; IC50 in µM for titrated hits; 0.091% of 290,000 active; KOR beta-arrestin recruitment, luminescence, antagonist mode; higher % means a stronger effect; in the data active = inhibition above about 50%; note: strong numbers were not always called active
# KOR beta-arrestin-2: KOR agonists, beta-arrestin recruitment, primary screen, cell-based, luminescence, uHTS (AID 1777). one-dose activation, % at 10 µM; EC50 in µM for titrated hits. KOR beta-arrestin recruitment, luminescence; higher % means a stronger effect. 0.02% of 280,000 active; in the data active = activation above about 50%, passing the limit was not always enough; note: a part of the inactive calls stands beside numbers as strong as those of hits
# MgcRacGAP inhibition: MgcRacGAP GTPase-activating activity inhibitors, confirmation, biochemical, ADP Hunter fluorescence; inhibition, % at 30 µM, or IC50 in µM where a hit was titrated; MgcRacGAP-stimulated Rac1 GTP hydrolysis, ADP Hunter fluorescence; higher % means a stronger effect; GST-tagged Rac1 F28L mutant substrate; AID 624330; 0.6% of 340,000 active;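 active = first-screen hits whose inhibition reached a set limit at any dose in the follow-up dose series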;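 note: fluorescence reports GDP produced by GAP-driven GTP hydrolysis; strong numbers were not always called active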
# NTR1 ag cell count 20 µM: recorded beside NTR1 ag, whose call it bears; cell count; measured here: cell count, cytotoxicity flag
# The depositor's hits bear a star; . = not tested or not shown; [ ] = remark or other dose. This is a subset; the hit share may differ from the screen's.
SMILES,GPR55 beta-arrestin,UTI89 phage lysis,NOD1 NF-kB reporter,NTR1 ag,NTR1 ag cell count 20 µM,GPR55 LPI antagonism,GPR35 arrestin U2OS,KOR beta-arrestin-1,KOR beta-arrestin-2,MgcRacGAP inhibition
CCCC(=O)Nc1nnc(CCc2ccccc2)s1,1.1%,-0.8%,-5.7%,2.7,36,-11.5%,-3.5%,-46.6%[20 µM],-1.4%,10.7%
CCNC(=S)Nc1cc2oc3ccccc3c2cc1OC,-0.2%,-1.2%[50 µM],-17.7%,0.6,76,0.6%,2.6%,-0.2%,1.7%,99.9µM*
Cc1c(NC(=S)NC(=O)c2ccc(COc3ccccc3)cc2)cccc1C(=O)O,-0.1%,0.0%,-18.9%,1.0,52,-4.0%,4.1%,-13.9%,0.1%,2.6%
Cc1nnc(NC(=O)C2CC(=O)N(c3ccccc3)C2)s1 (stereo not drawn),-0.2%,0.1%,-13.1%,0.6,50,12.4%,-8.3%,-20.5%,3.9%,7.7%
O=C(Cn1c(=O)sc2ccccc21)Nc1nc2c(s1)CCCC2,0.1%,-3.1%,-3.1%,1.4,61,14.8%,25.8%,5.3%,2.5%,-5.3%
CC(NC(=O)C1CCN(S(=O)(=O)c2ccccc2)CC1)c1ccccc1 (stereo not drawn),-0.1%,-0.1%,-36.2%,-0.1,54,4.3%,6.3%,-7.0%,4.2%,11.1%
CCOC(=O)c1ccc(NC(=O)CSc2nccn2C)cc1,-0.2%,1.1%,-35.9%,-0.3,68,10.6%,-10.9%,2.4%,-1.4%,12.3%
Cn1c(=O)c2c(nc(N3CCOCC3)n2CCc2ccccc2)n(C)c1=O,-0.1%,-0.4%,-15.7%,7.5,22,8.4%,9.9%,-20.1%[20 µM],.,4.2%
Cn1c(=O)c2c(nc(CN3CCC(C(N)=O)CC3)n2Cc2c(Cl)cccc2Cl)n(C)c1=O,0.0%,0.6%,6.9%,-1.0,96,-12.9%,10.9%,-4.1%,.,6.3%
CC(Nc1ccccc1)c1ccncc1 (stereo not drawn),0.2%,-1.4%,-35.4%,0.2,43,-0.6%,3.1%,-26.0%[20 µM],-6.1%,-14.1%
CC(C)(C)NC(=O)NCCc1ccccc1,0.3%,1.2%,-10.7%,0.5,47,2.9%,6.8%,11.7%,7.2%,8.6%
CN(c1ccccc1C(=O)N1CCc2ccccc2C1)S(C)(=O)=O,-0.1%,0.4%,4.7%,-0.4,90,-1.7%,19.1%,-28.0%,2.9%,2.9%
COc1ccccc1N1CCN(C(=O)c2ccc(CN3CCOCC3)cc2)CC1,-0.4%,0.2%,9.0%,2.0,26,4.4%,-1.7%,-20.3%,3.8%,4.5%
O=C(Nc1ccccc1F)C1CCN(C(=O)NCc2ccccc2)CC1,0.7%,-1.0%,-18.0%,1.6,35,-2.0%,3.5%,-35.7%,-2.0%,2.9%
Cc1ccccc1-n1ncc2c1CC(C)(C)CC2NC(=O)CCN1Cc2ccccc2C1=O (stereo not drawn),-0.1%,0.4%,-28.8%,-0.3,71,0.8%,-5.0%,-15.0%,1.5%,10.9%
CCOCCCNC1=C(Cl)C(=O)c2ccccc2C1=O,0.0%,-0.1%,-0.2%,1.5,52,3.9%,-3.6%,-7.4%,6.2%,11.6%
CCC1(C)Cc2ccccc2C(Nc2c(C)n(C)n(-c3ccccc3)c2=O)=N1 (stereo not drawn),0.2%,1.6%,-13.6%,1.8,35,-3.3%,-2.5%,-19.1%,-10.8%,13.7%
CN1C(=O)Cc2cc(S(=O)(=O)NCc3c(F)cccc3Cl)ccc21,-0.2%,0.3%,-30.7%,-1.3,48,-0.2%,-8.4%,-8.5%,-1.5%,3.1%
COc1cccc(C2=NOC(C(=O)Nc3cc(C)on3)C2)c1OC (stereo not drawn),-0.3%,0.3%,14.2%,0.1,62,1.4%,6.8%,-6.0%,.,8.7%
COc1ccccc1OCC(=O)NNC(=O)c1cnccn1,0.2%,1.1%,14.5%,0.5,51,6.3%,2.3%,10.1%,-3.7%,13.7%
CCOC(=O)C1C(=O)NC(c2ccccc2)=NC1c1ccccc1 (stereo not drawn),0.0%,0.5%,0.1%,2.1,46,3.5%,-9.8%,23.9%,-2.1%,1.9%
Cc1cc(Oc2ccc(=O)n(C)n2)nc(=S)[nH]1,-0.1%,.,-23.8%,0.1,74,-10.8%,12.1%,-23.5%[20 µM],-1.5%,.
CS(=O)(=O)NCCOc1ccc(S(=O)(=O)N2CCCc3ccccc32)cc1,-0.2%,0.1%,.,0.5,66,6.7%,1.4%,30.3%,-1.1%,2.6%
Cn1ccnc1SCC(=O)Nc1cccc(C(F)(F)F)c1,0.0%,3.7%,-37.7%,-0.3,54,-3.8%,6.5%,-32.2%,4.7%,2.6%
CCOc1ccc(C(=O)Nc2cc(C)c3c(=O)oc4ccccc4c3n2)cc1,-0.1%,-1.2%,-114.0%,1.2,61,-5.8%,27.7%,-37.0%,26.6%,12.3%
CC1=NN(c2ccccc2)C(=O)/C1=C/C=C/c1ccccc1,-0.1%,0.0%,31.6%,25.7,40,5.8%,-2.7%,-38.6%,0.9%,6.5%
CCCN1CCN(CCCNC(=O)CCCn2nc(C)c3sc4ccccc4c3c2=O)CC1,0.2%,-0.1%,-26.6%,0.2,72,18.3%,-2.2%,-1.7%,-3.8%,12.2%
O=C(CC1CCCC1)OCn1nnc2ccccc2c1=O,-0.3%,-0.4%,19.1%,2.5,76,-8.1%,13.3%,-12.8%,-7.5%,2.7%
OC(COc1cccc2ccccc12)CN1CCN(c2ccccc2Cl)CC1 (stereo not drawn),0.0%,0.0%,6.9%,.,.,21.3%,3.7%,3.2%,6.7%,6.0%
Cn1c(=O)c2c(nc(N3CCN(Cc4ccccc4)CC3)n2CCCc2ccccc2)n(C)c1=O,-0.4%,-0.8%,0.0%,23.2,47,16.3%,8.6%,17.9%,-3.9%,7.5%
Cc1cc(C)cc(OCc2nnc(SCC(=O)N3CCN(c4ccccc4)CC3)o2)c1,0.2%,0.4%,-6.7%,10.1,75,7.8%,10.7%,-61.8%,12.7%,9.2%
CCOC(=O)N(Cc1ccccc1)C(C(=O)O)C(C(=O)O)N(Cc1ccccc1)C(=O)OCC (stereo not drawn),-0.1%,1.3%,28.5%,2.0,65,-11.3%,-7.8%,7.4%,4.6%,7.4%
CC(C)[C@H]1C(=O)Nc2ccccc2N1C(=O)N[C@@H](Cc1ccccc1)C(=O)N[C@H](Cc1ccccc1)C(=O)O,-0.2%,4.9%,-14.2%,-0.4,85,5.1%,5.4%,3.5%[20 µM],-1.0%,-2.8%
COc1ccc(/C=N/NC(=O)c2ccc(NC(C)=O)cc2)cc1COc1ccc(F)cc1F,0.4%,0.2%,-3.4%,-1.1,86,-9.0%,-5.3%,-124.8%,-3.9%,.
O=C(/C=C/c1ccccc1[N+](=O)[O-])NC1CCCC1,-0.2%,3.1%,-46.0%,-2.3,92,8.2%,5.6%,-38.3%,-6.2%,-0.2%
CN1CCN(c2nc(-c3ccc(Cl)s3)cs2)CC1,-0.3%,-1.1%,-43.8%,-0.5,41,-1.2%,-14.5%,6.8%,-3.6%,6.2%
CCc1ccc(N(CC(=O)Nc2ccccc2C(=O)N2CCCC2)S(C)(=O)=O)cc1,0.0%,-0.1%,-30.1%,-0.5,67,-13.5%,-6.0%,-2.1%,1.2%,3.4%
N#C/C(=C\c1cccs1)C(=O)Nc1ccccn1,0.1%,0.4%,-3.8%,1.3,65,-8.3%,2.7%,19.3%,7.1%,4.1%
O=C1CCC/C(=N/NC(=O)c2ccc(CN3c4cccc5cccc(c45)S3(=O)=O)cc2)C1,0.0%,1.3%,-12.0%,2.4,67,15.9%,-17.3%,-1.2%,-1.4%,-0.5%
CCOc1ccccc1NC(=O)NS(=O)(=O)c1ccc(C)cc1,-0.2%,1.1%,-7.8%,20.2,100,5.0%,-3.2%,-12.4%,-3.5%,7.2%
O=C(COC(=O)c1ccc(Br)o1)NCc1cccs1,-0.2%,0.4%,6.7%,0.7,77,-0.8%,14.1%,.,-9.1%,4.7%
CCc1cccc2c(=O)c(C(=O)NCCN3CCOCC3)c[nH]c12,-0.1%,0.8%,-6.7%,-1.1,83,-2.2%,-6.1%,-53.8%,4.5%,2.8%
COCCOC(=O)C1=C(C)N=C2SCCC(=O)N2C1c1ccc(C(=O)OC)cc1 (stereo not drawn),-0.2%,0.4%,-24.8%,-3.6,79,1.6%,-7.9%,-33.8%,10.3%,1.9%
COc1ccc(CN(C(=O)CNC(=O)c2ccco2)C(C(=O)NCC2CCCO2)c2ccc(OC)c(OC)c2)cc1 (stereo not drawn),.,0.0%,-44.1%,-0.7,53,0.8%,-3.9%,12.5%,-3.1%,5.8%
COc1ccc(-c2nnc(-c3ccc(C)cc3)o2)cc1,0.6%,0.1%,-8.9%,0.1,48,14.7%,21.2%,-24.8%,-4.5%,21.0%
CC(C)OC(=O)CSc1nnc(COc2ccc([N+](=O)[O-])cc2)n1C,1.1%,-0.6%,-22.8%,0.4,46,12.4%,-9.5%,-10.9%,-8.7%,2.7%
O=C(CNc1ccccc1)Nc1ccc(F)cc1,-0.1%,4.5%,-26.6%,-0.3,45,-12.2%,-4.0%,-25.5%,11.1%,-1.3%
CCOC(=O)Nc1oc2ccccc2c(=O)c1CN1CCOCC1,-0.1%,0.3%,1.1%,0.3,31,18.2%,-9.0%,1.0%,-2.2%,9.6%
Cc1ccc2c(c1)N(C(=O)CCC(=O)N1CCOCC1)CCO2,0.7%,5.8%,0.2%,-1.5,101,9.3%,-7.3%,-14.0%[20 µM],-4.1%,9.3%
CC(C)C[C@H](NC(=O)Nc1cccc(Cl)c1)C(=O)O,-0.1%,0.8%,-9.2%,4.5,37,-4.2%,-19.4%,10.1%,4.4%,11.9%
Cc1ccc(NC(=O)c2ccc(OC(=O)C(C)Oc3ccc(Cl)cc3C)cc2)cc1 (stereo not drawn),-0.1%,1.3%,-12.4%,-0.7,56,2.1%,-21.0%,-54.4%,0.0%,6.7%
Cn1cccc1Cc1nnc(SCC(=O)N2CCCCCC2)n1-c1ccc(F)cc1,-0.2%,-1.5%,8.6%,-0.1,59,4.8%,6.9%,7.1%,0.2%,2.4%

# High-throughput results deposited in PubChem by several laboratories.
